# Compound activity from PubChem BioAssay.
# IL2 activator = activators of IL-2; AID 652025; IL-2 activation reporter assay, cell-based qHTS; stimulated with anti-CD3/CD4/CD28 beads; in transgenic mouse T cells; activation, % (series mostly up to about 46 µM); 360,000 compounds, 0.065% hits; in the data active means activation above about 50%; inconclusive means mostly about 30% to 49%; further: 0% is about no effect
#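 Screening format: compound pinned onto unstimulated transgenic mouse T cells, 60 min incubation, then anti-CD3/anti-CD4/anti-CD28 bead stimulation for 18 hours at 37 degrees C, followed by EGFP and DsRed detection.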
# aSyn rescue = inhibitors of alpha-synuclein toxicity in yeast | Yeast expressing alpha-synuclein, growth rescue, BacTiter-Glo, 24 h | Potency, µM (top dose mostly 46.1 µM), for the others: top-dose growth rescue (activation), most hits filed as activators | 370,000 compounds, 0.14% hits | AID 652106; further: potency means the concentration at half of the fitted maximal effect; % of control where 0% means no effect; nearly all actives have a fitted effect of over 65% in size
#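 Screening used galactose-induced yeast with toxic alpha-synuclein levels, exposed to compound for 24 hr at 30 deg C. Cell growth, read with BacTiter-Glo luminescence, gave the measured signal.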
# PI5P4Ka inh = blocks human PI5P4K alpha kinase activity. P48426. PI5P4Kalpha enzyme, ADP-Glo luminescence, 60 min; hits give low values. max response, %. 330,000 compounds, 1.2% hits. AID 652105; active means max response of -50% or lower; inconclusive means between -30% and -50%; inactive means -30% or higher; further: value at the top dose of about 77 µM; on the % scale 0 is the no-effect control and ±100 the full control effect
# Target sequence (P48426 whole entry, looked up): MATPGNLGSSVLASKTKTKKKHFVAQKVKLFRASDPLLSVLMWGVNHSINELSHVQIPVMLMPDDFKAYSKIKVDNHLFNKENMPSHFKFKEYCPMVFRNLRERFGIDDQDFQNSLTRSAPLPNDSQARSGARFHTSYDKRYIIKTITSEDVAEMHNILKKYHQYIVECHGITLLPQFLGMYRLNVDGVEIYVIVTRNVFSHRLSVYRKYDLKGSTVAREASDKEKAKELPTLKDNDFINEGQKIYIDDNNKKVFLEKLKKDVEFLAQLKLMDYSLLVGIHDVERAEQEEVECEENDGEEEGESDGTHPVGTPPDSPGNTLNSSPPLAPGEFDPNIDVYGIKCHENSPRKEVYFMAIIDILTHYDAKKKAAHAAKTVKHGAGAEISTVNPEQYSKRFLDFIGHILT
#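 qHTS, 1536-well: enzyme/substrate mix, compound by pin tool, 5 microM ATP final; RT 60 min; ADP-Glo reagents 1 (45 min) then 2 (30 min); luminescence.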
# EPAC1 antag = EPAC1 (human) antagonism; 360,000 compounds, 0.14% hits; AID 720709; O95398; Potency, µM (series often up to 115 µM), for inactives: at the highest dose activity change, negative = inhibition, most hits filed as inhibitors; EPAC1 GEF assay, Rap1b-BODIPY-GDP exchange fluorescence;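 further: potency means the concentration at half of the fitted maximal effect; plate controls were vehicle for no effect and positive control for full effect; nearly all actives have a fitted effect of over 50% in size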
# Abeta yeast res = restores growth of yeast expressing A-beta42 peptide | yeast expressing A-beta42, growth rescue, OD600, 48 h; response scale: 0% DMSO, 100% iron-clioquinol control | Potency, µM (highest dose often 46.1 µM), inactives show at the highest dose growth rescue, usual class: activators | 410,000 compounds, 0.063% hits; further: potency means the concentration at half of the fitted maximal effect; nearly all actives have a fitted effect of over 55% in size
#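 Yeast growth medium received pinned compounds, then yeast cells expressing toxic A-beta were added; plates incubated at 30 C for 48 hr. Growth read as absorbance at 600 nm, normalized to DMSO and equimolar FeCl3 plus clioquinol controls.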
# PLK1 PBD inh = blocks phosphopeptide binding to human PLK1 polo-box domain; P53350; 360,000 compounds, 2.8% hits; Potency, µM, inactives show max response, negative = inhibition, most hits filed as inhibitors; Plk1 PBD binding of FITC phosphopeptide, fluorescence polarization; further: potency means the concentration at half of the fitted maximal effect; series mostly up to about 57 µM; on the % scale 0 is the no-effect control and ±100 the full control effect; nearly all actives have a fitted effect of over 65% in size
# Target sequence (P53350 whole entry, looked up, the tested form may be a part): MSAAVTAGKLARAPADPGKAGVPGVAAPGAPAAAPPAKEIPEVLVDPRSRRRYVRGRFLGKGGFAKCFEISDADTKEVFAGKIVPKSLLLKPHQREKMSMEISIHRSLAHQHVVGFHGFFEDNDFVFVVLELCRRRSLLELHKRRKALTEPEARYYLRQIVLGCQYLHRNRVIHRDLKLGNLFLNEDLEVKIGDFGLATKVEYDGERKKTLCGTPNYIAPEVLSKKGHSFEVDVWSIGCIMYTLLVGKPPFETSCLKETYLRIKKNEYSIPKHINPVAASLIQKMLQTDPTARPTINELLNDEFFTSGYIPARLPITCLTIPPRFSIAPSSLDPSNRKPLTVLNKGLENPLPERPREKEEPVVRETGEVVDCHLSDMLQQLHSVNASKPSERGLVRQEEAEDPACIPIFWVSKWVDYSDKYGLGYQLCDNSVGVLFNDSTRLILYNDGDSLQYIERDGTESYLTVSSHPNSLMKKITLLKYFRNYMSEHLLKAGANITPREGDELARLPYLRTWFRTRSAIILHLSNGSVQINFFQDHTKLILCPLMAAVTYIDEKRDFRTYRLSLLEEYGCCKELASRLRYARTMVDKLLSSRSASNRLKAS
# EPAC1 ag = activates human EPAC1 exchange factor; O95398; EPAC1 agonist qHTS, biochemical assay; response scale: 100% = response to 6.5 mM cAMP; Potency, µM (highest dose often 154 µM), without a hit: at the top dose activation, actives largely listed as activators; 360,000 compounds, 0.073% hits; further: potency means the concentration at half of the fitted maximal effect; nearly all actives have a fitted effect of over 60% in size
#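 Nucleotide exchange assay: 100 nM EPAC1 with 250 nM Rap1B loaded with BODIPY-GDP and 50 uM GDP, room temperature. Fluorescence (480/540 nm) read every 5 min for 30 min; signal change normalized to 6.5 mM cAMP as full agonist.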
# WRN helicase inh = WRN helicase (human) inhibition. Q14191. WRN helicase unwinding, fluorescent forked duplex, kinetic. Potency, µM (doses to about 114 µM), without a hit: top-dose activity change, negative = inhibition, actives largely listed as inhibitors. 360,000 compounds, 0.46% hits. AID 651768; further: potency means the concentration at half of the fitted maximal effect; on the % scale 0 is the no-effect control and ±100 the full control effect; nearly all actives have a fitted effect of over 55% in size
#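 WRN at 20 nM final preincubated with compound 15 min at room temperature; reaction started with 100 nM fluorophore/quencher forked duplex oligonucleotide and 2 mM ATP final. Unwinding followed kinetically by red fluorescence (ex 525, em 598 nm).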
# FUS suppressor = rescues growth of FUS-expressing yeast. S. cerevisiae FUS-expressing, growth rescue, OD600, 24 h. Potency, µM (doses to about 76.6 µM), without a hit: at the highest dose growth rescue (activation), usual class: activators. 390,000 compounds, 0.24% hits;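 further: potency means the concentration at half of the fitted maximal effect; plate controls were DMSO vehicle for no effect and reference control for full effect; nearly all actives have a fitted effect of over 55% in size; some results filed as inactive show a strong effect at the top dose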
#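 Absorbance at 600 nm, taken 24hr after compound addition, measured rescue of FUS-yeast growth at 30C. Induction used 2% galactose with seeding at OD 0.005. Controls: CP55940 from 92uM final, DMSO only.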
# The depositor's hits bear a star; ? = inconclusive; . = not tested or not shown; & = joins results of further samples; [ ] = another dose, or the depositor's remark. Unless noted, the call rests on the fitted dose curve; in most records, active means well fitted curve in the direction sought with a large enough effect; inconclusive means small, poorly fitted or top-dose-only effect, or another doubt; inactive means no such curve, though single readings can be large; an effect the other way counts as inactive or inconclusive. Compounds as they come; about 4.1% have a hit in one of these screens.
SMILES,IL2 activator,aSyn rescue,PI5P4Ka inh,EPAC1 antag,Abeta yeast res,PLK1 PBD inh,EPAC1 ag,WRN helicase inh,FUS suppressor
Cc1cc(C)c(C(=O)COC(=O)Cn2c(C)csc2=O)cc1C,-1.8,1.2%,3.4,-13.0%,-15.9%,2.8%,-6.7%,-16.3%,.
CCOC(=O)c1c(NC(=O)CC2Nc3cc(C)c(C)cc3NC2=O)sc(C)c1C (configuration not stated),?,1.8%,.,-1.3%,14.9%,-12.8%,10.9%,1.4%,-10.2%
COC(=O)C1=C(C)NC(C)=C(C(=O)OCC2CCCO2)C1c1cccc(Cl)c1 (configuration not stated),-2.5,0.6%,-0.1,-5.7%,-14.1%,-3.5%,3.0%,-9.3%,28.8%
CSc1nc(-c2ccccc2F)c(C#N)c(=O)n1C,-2.0,-0.8%,2.6,-4.7%,-36.7%,-7.6%,3.0%,0.5%,-9.6%
O=S(=O)(/N=C(/c1ccccc1)N1CCOCC1)c1ccc(Br)cc1,-0.6,-0.4%,3.1,-3.1%,8.4%,3.0%,-10.3%,7.0%,18.2%
NC1C=CC=C(C(=O)O)C1 (configuration not stated),-0.1,-3.4%&-1.0%,-7.1,6.9%,1.8%,-6.2%,-2.9%,0.2%,-32.7%
O=S(=O)(c1ccc(Br)cc1)N1CCn2c(nc3ccccc32)C1,-0.7,-0.5%,-1.3,10.5%,0.8%,2.8%,1.4%,3.6%,-25.8%
COC(=O)c1cc(-c2ccccc2)sc1NC(=O)CN1C(=O)c2ccccc2C1=O,0.2,-6.3%,-10.6,-0.1%,-5.2%,11.9µM*,4.0%,-2.4%,29.2%
COCc1cc(/C=N\NC(=O)c2ccc(Cl)cc2)ccc1OC,-0.3,-3.4%,-1.0,0.5%,11.6%,-3.7%,10.5%,-3.9%,4.9%
COc1cccc(-c2cn(-c3cccc(C(F)(F)F)c3)c(=S)[nH]2)c1,-1.4,2.2%,-1.5,-7.5%,23.7%,-3.9%,-7.9%,0.7%,-10.4%
CC1CN(Cc2nc3c(c(=O)n(C)c(=O)n3C)n2Cc2ccccc2)CC(C)O1 (configuration not stated),0.1,14.9%,-2.6,19.7%,-2.1%,-1.3%,0.5%,3.9%,-8.5%
CCCN(CCC)C(=O)c1cc2c(=O)[nH]c3ccc(C)cc3c2s1,0.1,9.2%,5.7,-2.2%,-1.9%,-1.3%,-8.1%,0.7%,37.3%
O=c1oc(-c2ccccc2Cl)nc2ccsc12,-0.5,22.9%,2.2,-13.5%,-6.5%,?,11.9%,-13.1%,-6.7%
CN(C)S(=O)(=O)N1CCN(c2ccc(Cl)cc2)CC1,-0.8,4.8%,.,-3.4%,-2.8%,3.3%,5.2%,-11.4%,-2.2%
Clc1cccc(CN2CCN(Cc3ccco3)CC2)c1,-2.2,3.1%,4.8,-7.4%,-30.0%,8.2%,0.6%,-29.3%,10.0%
Cc1nccn1C(c1ccccc1)c1ccccc1,-3.5,-6.5%,-0.4,1.8%,-21.6%,5.2%,4.3%,-7.6%,-2.1%
O=[N+]([O-])c1ccc(Sc2ccccc2)nc1,1.9,-1.7%,-6.7,-7.7%,1.3%,-3.6%,2.8%,-5.5%,21.4%
COc1cc(C(=O)NC2CCCC2)c(Br)c(OC)c1OC,-0.4,5.2%,1.1,20.2%,-31.5%,-1.4%,-2.3%,1.8%,-7.3%
NC(=O)C1CCN(C(=O)COc2ccc(Nc3ccccc3)cc2)CC1,-0.8,5.3%,-12.7,8.6%,8.0%,-17.9%,8.2%,5.9%,2.4%
COc1ccc(/C=C/C(=O)OCC(=O)c2c(N)n(C)c(=O)n(C)c2=O)c(OC)c1,0.2,-3.1%,1.1,-10.7%,-15.9%,-7.8%,-9.9%,-12.2%,29.9%
OCCCNc1ncnc2[nH]ncc12,-0.9,0.5%,2.2,-1.8%,20.7%,-0.2%,8.1%,-4.1%,-8.7%
O=C(COC(=O)Cc1ccc(Br)cc1)NC1CC1,-4.0,-6.3%,8.0,8.6%,-17.3%,-8.7%,8.6%,-17.0%,.
Cc1cc(C)n2nc(SCc3ccc(C#N)cc3)nc2n1,-3.1,14.0%,0.5,-6.1%,-1.0%,-2.2%,-2.4%,-6.8%,29.3%
CC(C(=O)Nc1ccc2nccnc2c1)N1C(=O)C2C3C=CC(C3)C2C1=O (configuration not stated),0.1,-2.3%,-7.5,-3.4%,-1.3%,-0.5%,-7.5%,-0.9%,-17.7%
Cc1cccc(NC(=O)c2ccc(NS(=O)(=O)c3c(C)noc3C)cc2)c1,-2.4,-10.1%,-4.7,9.9%,-9.7%,-0.5%,-2.9%,-6.7%,15.5%
C=C1CC(C(=O)N/N=C/c2ccccc2)C1,0.0,-0.7%,2.3,13.2%,34.6%,-2.6%,4.2%,-6.4%,-19.7%
C=Cc1ccc(Cn2c(C)c(C(=O)NCc3cccc([N+](=O)[O-])c3)sc2=O)cc1,-0.1,2.0%,3.3,-13.5%,?,-5.4%,-5.7%,-2.9%[57.1 µM],28.8%
NC(=NCc1ccco1)NC(=O)c1ccc(Cl)cc1,-0.9,9.0%,0.3,-4.4%,6.0%,-3.4%,7.9%,5.3%[57.1 µM],-10.4%
O=C(NCc1ccco1)c1cccc2c1C(=O)c1ccc(N3CCC(N4CCCCC4)CC3)cc1S2(=O)=O,0.5,-0.4%,-2.3,6.8%,1.5%,13.0%,18.5%,-7.3%,4.6%
COc1cc(N)c(Br)cc1C(=O)O,-0.3,-3.3%,5.4,0.2%,2.4%,-15.3%,6.9%,-5.7%,14.5%
COc1ccc(C)cc1NC(=O)CSc1ccc(-c2cccnc2)nn1,-0.1,4.0%,1.4,2.7%,-19.7%,2.0%,-8.3%,-5.7%,6.8%
COc1ccc(S(=O)(=O)N(C)C[C@H]2Oc3c(NC(=O)Cc4ccccc4)cccc3C(=O)N([C@H](C)CO)C[C@@H]2C)cc1,0.5,-6.6%,-4.2,-6.8%,-1.7%,-18.8%,-12.4%,-0.9%,26.7%
O=C(NCc1cccnc1)C(=O)NCC1OCCN1S(=O)(=O)c1ccc(Cl)cc1 (configuration not stated),-2.5,1.8%,3.7,-7.8%,-7.3%,-2.4%,-2.7%,-9.9%,-12.6%
O=C1NC2(CCCCC2)N(C(=O)c2ccccc2)C2=C1CCCC2,-0.3,1.9%,0.9,-12.6%,10.8%,-5.0%,-8.8%,8.2%,-34.4%
CSCCC(NC(=O)COc1ccccc1)C(=O)N1CCN(c2ccccc2)CC1 (configuration not stated),-0.4,1.9%,-0.3,6.9%,9.2%,-3.8%,5.1%,6.1%,.
CC1CCN(S(=O)(=O)c2ccc(C(C)C)cc2)CC1,0.3,2.3%,3.8,?,1.5%,-24.0%,-5.6%,-10.0%,11.3%
Cc1ccc(S(=O)(=O)N2CCN(CC(=O)Nc3ccccc3C(=O)NC3CC3)CC2)cc1,0.0,-1.6%,1.3,2.5%,-5.1%,-0.4%,?,13.0%,-1.2%
Cc1ccccc1NC(=O)CNC(=O)Cc1cccc2ccccc12,0.2,12.7%,-23.9,-16.9%,23.6%,-4.7%,0.9%,-20.5%,25.6%
O=C(NCc1ccc2c(c1)OCO2)c1cc(COc2c(F)cccc2F)on1,-3.8,7.9%,2.2,-19.4%,5.7%,4.4%,5.8%,-14.3%,.
COc1ccccc1CN1CC(C(=O)N(C)Cc2[nH]c3ccccc3c2C)CCC1=O (configuration not stated),-3.8,4.6%,-0.4,-1.1%,-2.7%,1.3%,-1.8%,-11.4%,.
CCCc1[nH]nc2c1C(c1ccc(OC(=O)N3CCOCC3)cc1)C(C#N)=C(N)O2 (configuration not stated),0.1,0.3%,.,3.2%,-6.3%,-15.0%,0.1%,-13.1%,-4.0%
C[C@H](CO)N1C[C@H](C)[C@@H](CN(C)C(=O)Nc2ccccc2)Oc2ccc(NS(=O)(=O)c3ccccc3)cc2C1=O,-3.5,0.2%,-3.5,-4.0%,-4.2%,-9.4%,-4.1%,14.2%,17.3%
Cc1ccc(C)c(NC(=S)NC(NC(=O)OCc2ccccc2)C(Cl)(Cl)Cl)c1 (configuration not stated),-0.2,17.1%,-3.3,-2.6%,8.7%,-16.7%,-7.0%,-2.4%,.
COc1ccc(NC(=O)c2cc(C3CCCCN3C(=O)c3ccc(C#N)cc3)on2)c(C)c1 (configuration not stated),0.1,4.3%,2.5,1.9%,-15.2%,0.3%,0.8%,0.9%,18.5%

# Reformatted: entries from further up.
# Fields – IL2 activator, aSyn rescue, PI5P4Ka inh, EPAC1 antag, Abeta yeast res, PLK1 PBD inh, EPAC1 ag, WRN helicase inh, FUS suppressor
> Cc1ccc(C)c(NC(=S)NC(NC(=O)OCc2ccccc2)C(Cl)(Cl)Cl)c1 (configuration not stated)
    -0.2, 17.1%, -3.3, -2.6%, 8.7%, -16.7%, -7.0%, -2.4%, .
> COc1ccc(NC(=O)c2cc(C3CCCCN3C(=O)c3ccc(C#N)cc3)on2)c(C)c1 (configuration not stated)
    0.1, 4.3%, 2.5, 1.9%, -15.2%, 0.3%, 0.8%, 0.9%, 18.5%

# An excerpt from above in order of molar mass, lowest first:
SMILES,IL2 activator,aSyn rescue,PI5P4Ka inh,EPAC1 antag,Abeta yeast res,PLK1 PBD inh,EPAC1 ag,WRN helicase inh,FUS suppressor
O=C(NCc1ccc2c(c1)OCO2)c1cc(COc2c(F)cccc2F)on1,-3.8,7.9%,2.2,-19.4%,5.7%,4.4%,5.8%,-14.3%,.
COc1ccccc1CN1CC(C(=O)N(C)Cc2[nH]c3ccccc3c2C)CCC1=O (configuration not stated),-3.8,4.6%,-0.4,-1.1%,-2.7%,1.3%,-1.8%,-11.4%,.
COc1ccc(S(=O)(=O)N(C)C[C@H]2Oc3c(NC(=O)Cc4ccccc4)cccc3C(=O)N([C@H](C)CO)C[C@@H]2C)cc1,0.5,-6.6%,-4.2,-6.8%,-1.7%,-18.8%,-12.4%,-0.9%,26.7%
